Assay outcomes: PubChem BioAssay, National Center for Advancing Translational Sciences (NCATS)
Epigenetic derep = Quantitative High-Throughput Screen for Regulators of Epigenetic Control. 0.2% of 280,000 active. murine LDR cells, GFP reporter derepression, 30 h. Potency, µM (top dose mostly 53.9 µM), for inactives: top-dose GFP activation, usual class: activators; note: % of control where 0% means no effect; nearly all actives have a fitted effect of over 60% in size
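Murine LDR cells bearing a silenced CMV-driven GFP reporter were exposed to compound for 30 h at 37 C. After PBS washes, GFP-positive cells (20-120 um objects) counted by laser-scanning microplate cytometry.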
GAA glycogen mod = qHTS Assay for Inhibitors and Activators of Human alpha-Glucosidase Cleavage of Glycogen | AID 2100, 2009 | Potency, µM (titrated, usually from 76.4 µM), for the others: at the highest dose activity change, negative = inhibition, most hits filed as inhibitors | recombinant GAA, glycogen substrate, Amplex Red glucose oxidase fluorescence | 0.38% of 300,000 active | Lysosomal alpha-glucosidase (Homo sapiens), P10253;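 note: 0% = full enzyme reaction and -100% = no-enzyme basal signal; the screen sought inhibitors and activators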
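Natural-substrate format: glycogen cleavage by 4 nM human enzyme, glucose read by Amplex Red coupling (Ex 573, Em 610 nm). Normalized to enzyme and no-enzyme controls.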
Tau fluor cs = Counterscreen qHTS for Inhibitors of Tau Fibril Formation, Fluorescence Polarization; tau K18 P301L (four-repeat tau fragment) Alexa594 fluorescence, heparin fibrillization; Potency, µM (highest dose often 57.7 µM), without a hit: top-dose activity change, negative = decrease; 0.93% of 280,000 active; AID 1463, 2008; note: % is set by controls: 0 for no effect and ±100 for the full control effect; nearly all actives have a fitted effect of over 55% in size
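Human K18 P301L tau (15 uM unlabeled plus 0.24 uM Alexa 594-labeled, final) in 100 mM sodium acetate pH 7 was mixed with compound and 20 uM heparin and incubated 6 hr at 37 C.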
Starred values were filed as active, the others as inactive; ? = inconclusive; / = not tested or not shown; & = joins results of further samples; [ ] = remark or other dose. Calls come from the whole dose curve; as a rule, active = well fitted curve in the direction sought with a large enough effect; inconclusive = small, poorly fitted or top-dose-only effect, or another doubt; inactive = no such curve, though single readings can be large; an effect the other way counts as inactive or inconclusive. Potency is the fitted concentration of half-maximal effect. Not all compounds are listed; the hit share may differ from the screen's.

SMILES	Epigenetic derep	GAA glycogen mod	Tau fluor cs
Cn1c(=O)n(C)c2cc(CNCc3ccc(F)cc3)ccc21	-0.5%	-14.1%[76.3 µM]	-2.0%
COc1ccc(-c2c(C)nn3c4c(cnc23)C(=O)CC(c2ccccc2)C4)cc1 (centres undefined)	-1.9%	1.1%[76.3 µM]	-12.1%
Cc1cc(NC(=O)C(C)(C)Oc2ccc(Cl)cc2)cc(-c2nc3ncccc3o2)c1O	-1.1%	-0.8%[76.3 µM]	-10.1%
Cc1cc(-c2ccccc2)n2nc(-c3cccc(Br)c3)cc2n1	-0.8%	13.6%[76.3 µM]	-18.0%
COc1cccc(-c2noc(-c3cc4ccccc4oc3=O)n2)c1OC	0.0%	-1.0%[76.3 µM]	-22.7%
O=C(c1ccccc1Cl)N1c2ncnn2C2(CCCCC2)[C@@H]2CCCC[C@@H]21	-3.2%	-14.9%[76.3 µM]	-3.6%
Cc1cccc(-c2nnc(SCC(=O)N3CCCCC3)o2)c1	0.4%	-5.5%[76.3 µM]	-21.2%
CCSc1ncc(Cl)c(C(=O)Nc2c(C(=O)Nc3cccc(C)c3)oc3ccccc23)n1	0.0%	-7.6%[76.3 µM]	-10.9%
Cc1ccc(C(=O)Nc2ccc3oc(-c4cccnc4)nc3c2)c(Cl)c1	2.1%	17.0%[76.3 µM]	-16.3%
CCOC(=O)C1=C(CN2CCN(c3cccc(Cl)c3)CC2)NC(=O)NC1c1ccc(Cl)cc1 (centres undefined)	-1.4%	8.4%[76.3 µM]	-17.3%
CCc1ccc(S(=O)(=O)c2nnn3c2nc(NCc2cccc(OC)c2)c2cc(Cl)ccc23)cc1	0.0%	0.6%[76.3 µM]	-19.4%
CCOc1cc(C(=O)Nc2cc3c(cc2N2CCCC2)n(C)c(=O)c(=O)n3C)cc(OCC)c1OCC	1.0%	-14.6%[76.3 µM]	-11.0%
CC(C)(C)C1CCc2nc(NC(=O)c3cccc(Cl)c3)sc2C1 (centres undefined)	9.8%	15.3%[76.3 µM]	-11.0%
CC(C)C(NS(=O)(=O)c1ccc2c(c1)oc(=O)n2C)C(=O)NCCc1ccc(Cl)cc1 (centres undefined)	-1.1%	17.2%[76.3 µM]	1.6%
CC1=C(C(N)=O)C(c2cccc(Br)c2)n2nc(SCc3ccccc3)nc2N1 (centres undefined)	-1.1%	-0.7%[76.3 µM]	-7.3%
CCCCCn1c(NCc2ccc(OC)cc2)nc2ccccc21	-0.6%	-12.0%[76.3 µM]	-26.1%
COc1ccc(Cl)cc1NC(=O)CCCn1c(=O)c2cccn2c2cccnc21	2.7%	20.7%[76.3 µM]	-23.5%
CCCCCn1c(-c2cccc(C)c2)nc2ccccc21	6.0%	-1.7%[76.3 µM]	-13.8%
CCCn1cc(S(=O)(=O)c2cc(C)ccc2C)c(=O)c2cc(F)c(N3CCCCCC3)cc21	1.2%	4.3%[76.3 µM]	-6.1%
COCCCn1c(=N)c(C(=O)NCc2ccco2)cc2c(=O)n3cccc(C)c3nc21	-0.9%	19.5%[76.3 µM]	0.7%
O=C(Nc1ccccc1Cl)N1CCC(CN2CCCC2)CC1	-0.4%	7.8%[76.3 µM]	6.7%
Cc1ccc(S(=O)(=O)N2CCC(C(=O)Nc3cc(C)ccc3C)CC2)cc1	-5.8%	-5.4%[76.3 µM]	-12.8%
Cc1ccc(NC(=O)CCS(=O)(=O)c2cccc3nsnc23)c(C)c1	-0.9%	14.8%[76.3 µM]	-10.7%
CC(=O)c1cccc(NC(=O)Cn2nc(C)n3cccc3c2=O)c1	?	?	-6.0%
O=[N+]([O-])c1cc(-c2nc(-c3ccccc3)no2)ccc1N1CCN(c2ccccc2)CC1	-2.5%	/	-3.3%

Later entries
SMILES	Epigenetic derep	GAA glycogen mod	Tau fluor cs
Cc1cccc(N2CCN(Cc3nnc(-c4ccccc4C)o3)CC2C)c1 (centres undefined)	1.1%	0.7%[76.3 µM]	-14.5%
Cc1ccc(-c2cc(C(=O)N(Cc3ccccc3)Cc3ccco3)no2)cc1F	-1.4%	-7.0%[76.3 µM]	-7.5%
CCOc1cc(C2c3c(-c4cc(C)ccc4O)n[nH]c3C(=O)N2CCCOC(C)C)ccc1O (centres undefined)	-1.9%	-13.0%[76.3 µM]	?
CCOc1ccc(-n2nc(CO)c(C(=O)NCc3cccs3)n2)cc1	-0.9%	10.6%[76.3 µM]	-6.9%
Cc1ccc(-n2c(=O)c3c(cnn3C)n(CC(=O)Nc3c(C)cccc3C)c2=O)cc1	-2.4%	-3.1%[76.3 µM]	-11.0%
CCOc1ccc(CCNC(=O)c2cccc(Nc3nc4ccccc4nc3-n3nc(C)cc3C)c2)cc1OCC	1.5%	-13.7%[76.3 µM]	-25.8%
CCOC(=O)c1c(-c2ccc(C)cc2)csc1NC(=O)c1cc(=O)c2cc(C)c(C)cc2o1	0.0%	17.0%[76.3 µM]	0.6%
CCOC(=O)c1cnc2ccc(OCC)cc2c1Nc1ccc(OCc2ccccc2Cl)cc1	-1.6%	6.2%[76.3 µM]	-18.0%
CCN(c1ccc(C)cc1C)S(=O)(=O)c1nnc(NC(=O)c2ccc(F)cc2)s1	0.8%	-1.8%[76.3 µM]	-9.6%
Cc1ccccc1Cn1c(C)c(CNCCCc2ccccc2)c(C(=O)O)c1C	3.1%	-2.7%[76.3 µM]	6.0%
CCC(C)NC(=O)Cn1c(=O)n(Cc2ccc(C(=O)NCc3ccc(C)cc3)cc2)c(=O)c2ccccc21 (centres undefined)	4.8%	20.3%[76.3 µM]	-23.8%
COc1cccc(NC(=O)c2sc3nc(C)c(C(=O)Nc4ccc(C)cc4C)c(-c4ccco4)c3c2N)c1	1.0%	-4.9%[76.3 µM]	-27.9%
CCOc1ccc2nc(NC(=O)c3nc(SC(C)C)ncc3Cl)sc2c1	4.4%	-1.6%[76.3 µM]	-4.7%
Cc1ccccc1C(=O)Nc1nnc(S(=O)(=O)N(C)c2ccc(Cl)cc2)s1	3.2%	-18.6%[76.3 µM]	-20.0%
CN1C(=O)c2ccccc2Sc2ccc(NC(=O)NCc3cccc(Cl)c3)cc21	1.4%	6.2%[76.3 µM]	-7.4%
O=C(Cn1c(=O)n(-c2ccc(F)cc2)c(=O)c2sc3ccccc3c21)NC1CCCC1	9.7%	-7.4%[76.3 µM]	0.3%
O=S(=O)(c1ccccc1F)N1CCC(Oc2ccc(-n3cnnn3)cc2)CC1	4.1%	-8.6%[76.3 µM]	-26.4%
Cc1cccc(N2CCN(C(=O)CCCn3ncn4c(cc5occc54)c3=O)CC2)c1C	-4.0%	1.7%[76.3 µM]	-9.3%
COc1ccc(CNC(=O)CN(c2ccc(C)cc2)S(=O)(=O)c2c(C)n[nH]c2C)cc1	-0.2%	-4.4%[76.3 µM]	-22.7%
CCOC(=O)c1cccc(NC(=O)Cn2c(=O)c3cccn3c3ccccc32)c1	1.4%	-15.3%[76.3 µM]	?
Cc1ccccc1-c1nc(CS(=O)CC(=O)NCCc2ccc(Cl)cc2)c(C)o1 (centres undefined)	0.0%	-0.4%[76.3 µM]	-23.9%
CCOc1ccc(CCNC(=O)CCCn2c(=O)c3cccn3c3cccnc32)cc1	-2.9%	15.6%[76.3 µM]	-6.1%
CCc1cccc(NC(=O)Cn2c(=O)n(-c3cccc(Cl)c3)c(=O)c3c2c2cc(C)ccc2n3C)c1	0.9%	-3.0%[76.3 µM]	-14.4%
CCn1c(=O)c2cc(C(=O)NCc3ccc(F)cc3Cl)sc2c2ccccc21	-1.1%	19.1%[76.3 µM]	0.3%
Cc1c(CC(=O)NCCc2ccccc2F)c(=O)oc2c(C)c3occ(C(C)(C)C)c3cc12	-1.8%	8.3%[76.3 µM]	6.9%

Full records as entered above:
O=C(c1ccccc1Cl)N1c2ncnn2C2(CCCCC2)[C@@H]2CCCC[C@@H]21 is listed with Epigenetic derep = -3.2%; GAA glycogen mod = -14.9%[76.3 µM]; Tau fluor cs = -3.6%
CCCn1cc(S(=O)(=O)c2cc(C)ccc2C)c(=O)c2cc(F)c(N3CCCCCC3)cc21 is listed with Epigenetic derep = 1.2%; GAA glycogen mod = 4.3%[76.3 µM]; Tau fluor cs = -6.1%
Cc1ccc(-c2cc(C(=O)N(Cc3ccccc3)Cc3ccco3)no2)cc1F is listed with Epigenetic derep = -1.4%; GAA glycogen mod = -7.0%[76.3 µM]; Tau fluor cs = -7.5%

Of the compounds above, these contain an aryl thioether with sulfur outside any ring.
SMILES	Epigenetic derep	GAA glycogen mod	Tau fluor cs
Cc1cccc(-c2nnc(SCC(=O)N3CCCCC3)o2)c1	0.4%	-5.5%[76.3 µM]	-21.2%
CCSc1ncc(Cl)c(C(=O)Nc2c(C(=O)Nc3cccc(C)c3)oc3ccccc23)n1	0.0%	-7.6%[76.3 µM]	-10.9%
CC1=C(C(N)=O)C(c2cccc(Br)c2)n2nc(SCc3ccccc3)nc2N1 (centres undefined)	-1.1%	-0.7%[76.3 µM]	-7.3%
CCOc1ccc2nc(NC(=O)c3nc(SC(C)C)ncc3Cl)sc2c1	4.4%	-1.6%[76.3 µM]	-4.7%

Next compounds
SMILES	Epigenetic derep	GAA glycogen mod	Tau fluor cs
COc1ccc2nc(NS(=O)(=O)c3ccc(C)cc3)c(Nc3cc(Cl)ccc3OC)nc2c1	25.1µM*	-16.7%[76.3 µM]	?
Cc1ccc(NC(=O)c2c(C)oc3ccc(O)c(CN4CCN(Cc5ccccc5)CC4)c23)cc1	3.7%	-8.9%[76.3 µM]	-15.0%
COc1ccc(CNC(=O)c2sc3nc4n(c(=O)c3c2C)CCCC4)cc1	?	-16.7%[76.3 µM]	-4.9%
CCC(=O)N1CCc2cc(S(=O)(=O)NC(Cc3ccccc3)C(=O)Nc3cccc(OC)c3)ccc21 (centres undefined)	0.2%	13.0%[76.3 µM]	-10.6%
COc1ccc(NC(=O)C(=O)NCC(c2cccnc2)N2CCc3ccccc32)cc1OC (centres undefined)	2.2%	-11.2%[76.3 µM]	-6.8%
COc1cccc(C(=O)Nc2cccc(NC(=O)c3ccc(Cl)cc3Cl)c2)c1	-1.6%	-14.3%[76.3 µM]	?
COc1ccc(Cl)cc1NC(=O)CN1C(=O)COc2ccc(S(=O)(=O)NC3CCCC3)cc21	-2.3%	8.0%[76.3 µM]	-24.9%
O=C(CSc1nccn1Cc1ccc(F)cc1)NC1CCCC1	0.0%	-9.3%[76.3 µM]	-1.6%
Cc1cccc(N2CCN(C(=O)Cn3c(=O)c4cccn4c4ccc(F)cc43)CC2)c1C	-1.1%	21.4%[76.3 µM]	-8.7%
Cc1ccc2oc(C(=O)Nc3ccc(S(=O)(=O)N4CCCCC4C)cc3)cc(=O)c2c1 (centres undefined)	0.8%	7.08µM*	-13.8%
O=C(c1ccccc1)N1CCC(c2nc3ccccc3o2)CC1	0.8%	-5.3%[76.3 µM]	-11.9%
Cc1cc(C)c(S(=O)(=O)Nc2ccc3oc4c(c3c2)CCCC4)cc1C	-0.1%	-18.2%[76.3 µM]	?
COc1ccccc1CNc1nc(-c2ccco2)nn1S(C)(=O)=O	-0.8%	13.0%[76.3 µM]	4.3%
COc1ccccc1NC(=O)c1c(NC(=O)c2ccco2)sc2c1CCC(C(C)(C)C)C2 (centres undefined)	-3.1%	6.7%[76.3 µM]	-3.9%
COc1cccc(NC(=O)C2CCCN2S(=O)(=O)c2ccc3c(c2)C(C)(C)C(=O)N3C)c1 (centres undefined)	-0.8%	-3.2%&-0.1%[76.3 µM]	-11.8%
O=C(CN1C(=O)COc2ccc(S(=O)(=O)N3CCCC3)cc21)N1CCN(c2ccc(F)cc2)CC1	-4.3%	-6.6%[76.3 µM]	-8.5%
COc1ccc(Cl)cc1NC(=O)c1cn(C2CCCC2)c(=O)c2c1c1ccccc1n2C	6.8%	-4.0%[76.3 µM]	-6.2%
CSc1ccc(CCNC(=O)C(C)n2nc(C)c3sc4ccccc4c3c2=O)cc1 (centres undefined)	0.2%	12.4%[76.3 µM]	-12.3%
Cc1cccc(-c2nc(CSCC(=O)NCCc3ccc(Cl)cc3)c(C)o2)c1	0.8%	-15.6%[76.3 µM]	-17.3%
NC(=O)C1(N2CCCCC2)CCN(C(=O)Nc2ccc(F)cc2)CC1	-1.6%	18.7%[76.3 µM]	-0.2%
Cc1nc2sccn2c(=O)c1S(=O)(=O)Nc1ccc(N2CCN(S(C)(=O)=O)CC2)cc1	-0.6%	-3.9%	-27.9%
Cc1ccc2c(=O)cc(C(=O)Nc3c(C(=O)c4ccccc4)oc4ccccc34)oc2c1	0.6%	2.2%[76.3 µM]	-22.7%
CCc1ccc2c(c1)NC(c1ccc(F)cc1)=NC(c1ccncc1)=N2	-3.6%	6.2%[76.3 µM]	-29.5%
